# Bioassay records from PubChem.
# E coli WT inh = blocks growth of wild type E. coli BW25113; 20,000 tested, 0.05% active; E. coli BW25113 growth inhibition, OD600; inhibition, % at 10 µM; AID 552; in the data active means inhibition above about 40%;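 further: bacteria exposed to compound for 20 hours at 37 °C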
#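 Material: bacterial strain in a whole-cell growth screen; Amount: inoculum from a 1:1000 dilution of a 1.5 h subculture; Buffer or medium: LB plus kanamycin 50 µg/mL; Dosing: one dose, 10 µM final; Times: compound exposure of 20 h at 37 °C; Measured by: absorbance at 615 nm as a measure of bacterial growth.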
# * marks the source's active call; other numbers are inactive results.
# Preview (two entries):
SMILES,E coli WT inh
O=C(NCc1ccc2c(c1)OCO2)C1CCCN1C(=O)Nc1ccccc1 (stereo unspecified),-14.6
CC(=O)Oc1ccc2oc3c(c2c1)C(=O)CCC3,-29.7

# The whole of this part, repeating the preview:
SMILES,E coli WT inh
O=C(NCc1ccc2c(c1)OCO2)C1CCCN1C(=O)Nc1ccccc1 (stereo unspecified),-14.6
CC(=O)Oc1ccc2oc3c(c2c1)C(=O)CCC3,-29.7
CCOC(=O)c1sc(NC(=O)CSc2nnc(-c3ccco3)o2)c(C(=O)OCC)c1C,-21.7
CCOCCCNC(=O)c1ccccc1Br,-18.1
CC1(C)CC(=O)C(C=NCCO)=C(O)C1,0.7
O=C1CC(c2ccc(S(=O)(=O)N3CCCCC3)cc2)CN1 (stereo unspecified),-18.4
CC(C)(Oc1ccc(Cl)cc1)C(=O)NCc1ccncc1,-4.6
CCOc1ccccc1NC(=O)c1cccc(NC(=O)c2ccco2)c1,-24.0
Cc1ccnc(NS(=O)(=O)c2cccs2)c1,3.3
Cc1ccc(CNc2ccc(O)cc2)cc1,-12.8
O=C(Cn1[nH]c(=O)c2ccccc2c1=O)OCC(=O)N1CCCc2ccccc21,-3.5
CCC(=O)Nc1cc(C(C)C)c(O)cc1C,1.5
Nc1cc(CN2C(=O)c3ccccc3C2=O)cc(Cl)c1O,-0.5
O=C(Nc1ccc2c(c1)OCO2)c1cccc(S(=O)(=O)N2CCCC2)c1,-9.2
O=C1NCC(COCc2ccco2)O1 (stereo unspecified),-16.0
C=CCC(CC=C)(C(=O)O)c1ccccc1,3.4
CCOC(=O)C1CCN(C(=O)COc2ccc(S(=O)(=O)NC(C)C)cc2)CC1,-20.0
COc1ccccc1N(CC(=O)NCc1ccccc1)S(C)(=O)=O,-3.3
CCOC(=O)N1CCC(Nc2ncnc3c2cnn3-c2ccc(Cl)cc2)CC1,-8.2
Cc1c(C(=O)N2CCCCCC2)oc2ccccc12,-12.8
CCOC(=O)CNC(=O)C(Cc1ccccc1)NS(=O)(=O)c1ccc2c(c1)CCC(=O)N2 (stereo unspecified),6.4
O=C(O)c1cccc(NC(=O)c2cccc(NC(=O)C3CCCO3)c2)c1 (stereo unspecified),-17.9
CC(=O)Nc1c2c(nn1-c1ccc(C)cc1C)CSC2,6.3
COC(=O)c1ccc2c(=O)n(CC3CCCO3)c(=S)[nH]c2c1 (stereo unspecified),1.1
Cc1ccc(-n2c(Cn3cnc4ccccc43)nnc2SCC(=O)O)cc1,-3.3
Cc1ccc(C)n1NC(=O)c1cccs1,-21.5
O=C(CCSc1nnc2scc(-c3ccccc3)n12)NCc1ccc2c(c1)OCO2,-9.5
COc1cc(OC)cc(C(=O)N2c3ccc(F)cc3CCC2C)c1 (stereo unspecified),0.6
COc1ccccc1C(=O)Nc1ccccc1SC,-8.2
NC(=O)C1(N2CCCCC2)CCN(C(=O)CSc2nc3ccccc3o2)CC1,20.9

# Another view of 16 compounds above.
canonical_smiles	E coli WT inh
O=C(Nc1ccc2c(c1)OCO2)c1cccc(S(=O)(=O)N2CCCC2)c1	-9.2
O=C1NCC(COCc2ccco2)O1 (stereo unspecified)	-16.0
C=CCC(CC=C)(C(=O)O)c1ccccc1	3.4
CCOC(=O)C1CCN(C(=O)COc2ccc(S(=O)(=O)NC(C)C)cc2)CC1	-20.0
COc1ccccc1N(CC(=O)NCc1ccccc1)S(C)(=O)=O	-3.3
CCOC(=O)N1CCC(Nc2ncnc3c2cnn3-c2ccc(Cl)cc2)CC1	-8.2
Cc1c(C(=O)N2CCCCCC2)oc2ccccc12	-12.8
CCOC(=O)CNC(=O)C(Cc1ccccc1)NS(=O)(=O)c1ccc2c(c1)CCC(=O)N2 (stereo unspecified)	6.4
O=C(O)c1cccc(NC(=O)c2cccc(NC(=O)C3CCCO3)c2)c1 (stereo unspecified)	-17.9
CC(=O)Nc1c2c(nn1-c1ccc(C)cc1C)CSC2	6.3
COC(=O)c1ccc2c(=O)n(CC3CCCO3)c(=S)[nH]c2c1 (stereo unspecified)	1.1
Cc1ccc(-n2c(Cn3cnc4ccccc43)nnc2SCC(=O)O)cc1	-3.3
Cc1ccc(C)n1NC(=O)c1cccs1	-21.5
O=C(CCSc1nnc2scc(-c3ccccc3)n12)NCc1ccc2c(c1)OCO2	-9.5
COc1cc(OC)cc(C(=O)N2c3ccc(F)cc3CCC2C)c1 (stereo unspecified)	0.6
COc1ccccc1C(=O)Nc1ccccc1SC	-8.2

# Further records.
SMILES,E coli WT inh
COc1cc(CN2CCN(c3cccc(Cl)c3)CC2)cc(OC)c1OC,-4.0
COc1nc2c(C)cccc2cc1-c1noc(-c2ccncc2)n1,-10.5
COc1ccc(C(=O)Nc2ccc(S(=O)(=O)NC(C)=O)cc2)cc1,2.7
Cn1c(=O)c2c(ncn2CC(=O)Nc2ccc(Cl)cc2Cl)n(C)c1=O,-3.8
Cc1ccc(S(=O)(=O)NCCOC(=O)Nc2sc(=S)n(C)c2C)cc1,19.1
Cc1cc2nc(C3CCN(CC4COc5ccccc5O4)CC3)[nH]c2cc1C (stereo unspecified),6.2
Cc1nn(Cc2ccc(F)cc2)c(C)c1NC(=O)c1cnn2cccnc12,6.0
Cc1nc2[nH]onc2c2nccc(=O)c12,-29.4
CCOC(=O)CSc1nnc(-c2ccccc2OC)o1,-4.3
CCOC(=O)N1CCN(C(=O)c2ccccc2-c2ccccc2)CC1,0.4
Cc1ccc2nsnc2c1S(=O)(=O)NCc1ccc2c(c1)OCO2,-1.0
O=C(O)c1cn(-c2ccccc2)nc1-c1ccncc1,8.4
Cc1c(NC(=O)Nc2ccc3c(c2)OCO3)c(=O)n(-c2ccccc2)n1C,-8.7
Cc1ccc(N2CCN(C(=O)N3CCCC3)CC2)cc1Cl,-14.7
O=C(C1CC(c2ccccc2O)=NO1)N1CCCC1 (stereo unspecified),-12.7
Cc1nc2cc(NC(=O)N3CCN(c4ccccn4)CC3)ccc2o1,-21.5
Cc1nnc(SCC(=O)Nc2cc(C(F)(F)F)ccc2N2CCOCC2)o1,2.9
CCOc1cc(C)c(Cl)cc1S(=O)(=O)NCc1ccc2c(c1)OCO2,-20.0
CC(C)(C)OC(=O)N1CCCC1C(=O)NC(Cc1ccccc1)C(=O)O (stereo unspecified),-1.8
Cc1ccc(C2C(C#N)=C(N)SC(N)=C2C#N)c(C)c1,3.6
O=c1c2cn[nH]c2nc(SCc2ccc3c(c2)OCCO3)n1-c1ccccc1,-9.3
CCN(CC)CCn1c(OC)cc(=O)[nH]c1=O,-5.7
CCN(CC)S(=O)(=O)c1ccc2[nH]cc(C(=O)NCCC3=CCCCC3)c(=O)c2c1,-3.0
CCC(=O)N1CCN(c2ccc(NC(=O)c3ccco3)cc2)CC1,3.3
COC(=O)Nc1ccc(OCc2ccccc2)cc1,0.6
Cc1cc(N2CCN(c3ccccn3)CC2)n2c(nc3ccccc32)c1C#N,-23.3
CCSc1nnc2c(n1)OC=Nc1ccc(Br)cc1-2,7.3
CSc1ccccc1NC(=O)COc1ccc(S(=O)(=O)N2CCCC2)cc1,-10.2
COCCOC(=O)C1=C(N)OC2=C(C(=O)CC(C)(C)C2)C1c1cccnc1 (stereo unspecified),-1.2
CCCS(=O)(=O)N1CCCC(C(=O)N2CCC(Cc3ccccc3)CC2)C1 (stereo unspecified),8.1
Nc1nonc1-c1nc2ccccc2[nH]1,-16.1
Cc1cc(C)n(CC(=O)n2c3c(c4ccccc42)CCCC3)n1,2.6
COc1ccccc1-n1c(=O)[nH]c2c(C(N)=O)nc(-c3cccnc3)nc21,4.0
Cc1cccc(CN2CCC(CNC(=O)C3CCCN(S(=O)(=O)c4cnc[nH]4)C3)CC2)c1 (stereo unspecified),-2.4
COc1ccc(OCC(=O)c2c(O)c3ccccc3oc2=O)cc1,-26.2
Cc1cc(NC(=O)CSc2nc(-c3ccccc3)cs2)no1,-20.4
COc1ccccc1C1/C(=C(/O)c2ccccc2)C(=O)C(=O)N1CC(C)C (stereo unspecified),-2.5
CCn1c(CNC(=O)c2cccs2)nnc1SCC(=O)NCCc1ccccc1,2.2
O=C(O)c1ccccc1OCCOCCOc1ccccc1C(=O)O,-11.1
Cn1c(=O)c2c(nc(Br)n2CCSc2ncccn2)n(C)c1=O,-0.6
Cc1nc(C)c(-c2csc(Nc3cccnc3)n2)s1,-11.4
CCCS(=O)(=O)C(=C1NCCO1)S(=O)(=O)CCC,-29.1
COc1cc2c(C#N)c(N3CCOCC3)nc(N)c2c(N)n1,10.4
COc1ccccc1C(=O)N1CCN(C(=O)COc2cccc(C)c2)CC1,-3.8
CCOc1ccccc1N/C=C/C(=O)C(C)(C)C,-14.0
CC1CCc2nn(CC(=O)NCc3ccc(F)cc3)cc2C1 (stereo unspecified),0.8
C=CCn1c(SCC(N)=O)nnc1-c1cc(Br)ccc1O,-19.0
COc1ccc(CC(=O)Nc2ccc(-c3nnc(-c4ccccc4)o3)cc2)cc1OC,0.7
COc1ccccc1-c1noc(CCC(=O)Nc2ccccc2Cl)n1,-12.7
O=C(CC1SCCNC1=O)Nc1cc(Cl)cc(Cl)c1 (stereo unspecified),4.7
Cc1ccc2nc(NC(=O)CN(C)S(=O)(=O)c3cccc4nsnc34)sc2c1,6.5
COc1ccccc1OCC(=O)NCC1CCCCC1,2.1
COC(=O)Cn1c2c(c3cc(C)ccc31)CCCC2,-1.6
CC(C)OC(=O)c1cn(-c2ccccc2)nc1-c1ccco1,0.5
O=C(O)C1C2C=CC(O2)C1C(=O)Nc1ccc(S(=O)(=O)N2CCc3ccccc32)cc1 (stereo unspecified),-17.9
O=C(O)c1ccc(CSc2ncn[nH]2)cc1,4.7
COC(=O)c1sccc1NC(=O)c1cc(C)on1,-13.4
COc1ccc(OCCOC(=O)c2cccs2)cc1,-1.2
CNC(=O)CN(C#N)c1nc(N(C)C)nc(N(C)C)n1,4.3
O=C1CC(N2CCC(c3nc4ccccc4o3)CC2)C(=O)N1c1ccc(Cl)c(C(F)(F)F)c1 (stereo unspecified),-22.8

# (more compounds)
SMILES,E coli WT inh
CCOC(=O)N1CCN(S(=O)(=O)c2ccc(F)c(C(=O)Nc3cc(C)cc(C)c3)c2)CC1,7.5
Cc1ccccc1-c1nc(Cc2ccccc2)no1,11.4
Cc1ccc(-c2nnc3c4ccccc4c(C)nn23)cc1S(=O)(=O)N1CCN(CCO)CC1,-18.3
CC1CCCCN1CCNC(=O)c1ccc2c(=O)n(CCc3ccccc3)c(=O)[nH]c2c1 (stereo unspecified),1.7
CCCOn1c(OCC(C)C)nc2ccccc2c1=O,-6.9
CCOc1ccc(NC(=O)C/C(N)=N/O)cc1,-21.7
CC(OC(=O)c1cccc(NS(C)(=O)=O)c1)C(=O)Nc1ccc(N2CCOCC2)cc1 (stereo unspecified),9.9
CCN(CC)S(=O)(=O)c1ccc2oc(C(=O)O)c(C)c2c1,9.9
O=C(O)CCC(=O)c1c[nH]c2ccccc12,1.1
CCC(C)Sc1nc2c(c(=O)[nH]c(=O)n2C)n1C (stereo unspecified),-21.6
COc1ccc(C(CNC(=O)c2ccc(OCC3CCCO3)cc2)N2CCOCC2)cc1 (stereo unspecified),-2.7
CCCCn1c(Cc2ccccc2)n[nH]c1=S,-13.7
CCOC(=O)C1CCN(C(=O)CN(c2ccc3c(c2)OCO3)S(C)(=O)=O)CC1,-17.3
CCn1c(CNC(=O)c2ccc(OC)c(OC)c2)nnc1SCC(=O)Nc1ccccc1,-11.8
COc1ccc(C2CC(=O)C3=C(C2)Nc2ncnn2C3c2ccccc2)cc1 (stereo unspecified),-19.6
Cn1c(=O)cc(OCC(=O)NCCCN2CCN(Cc3ccccc3)CC2)c2ccccc21,-4.1
CCN(CC)c1ccc(NC(=O)c2c(OC)cccc2OC)c(C)c1,-11.0
COc1cccc(C2CC(c3c(F)cccc3Cl)n3nc(N)nc3N2)c1 (stereo unspecified),-16.5
Cc1ccc(-c2ccc(=O)n(CCC(=O)NCc3ccccn3)n2)cc1,4.4
CCc1noc(C)c1C(=O)Nc1ncc(C)s1,-12.3
CCCc1cc(=O)[nH]c(/N=C(\N)Nc2ccccc2)n1,-2.2
COc1ccc(OCCC(=O)N2CCCCC2)cc1,2.7
COC(=O)c1c(NC(=O)CC2NCCNC2=O)sc2c1CCCC2 (stereo unspecified),-19.4
CCOC(=O)c1ccc(NC(=O)CSCc2ccco2)cc1,6.1
O=C(O)CCC(=O)N1CCN(c2ccc(C(=O)c3ccc(F)cc3)cc2)CC1,3.6
CC(C)(C)NCC(O)c1cc(O)cc(O)c1 (stereo unspecified),-2.4
O=S(=O)(Nc1ccccn1)c1ccc(C2CCCCC2)cc1,-7.4
CN(c1ccccc1C(=O)Nc1ccc2c(c1)OCCO2)S(C)(=O)=O,-8.8
CCOc1cccc(C(=O)NC2CCCCC2)c1,-15.8
O=C(CCc1nc(-c2ccc(Cl)cc2)no1)OCc1ccc(Br)cc1,-0.3
CCOCCCNC(=O)C1CCCN(S(=O)(=O)CC)C1 (stereo unspecified),0.2
C=CCNC(=O)CNS(=O)(=O)c1ccc(F)cc1,-8.0
CCOC(=O)c1ccc(N=c2sc(C(=O)OC)cc(=O)n2Cc2ccco2)cc1,1.9
CCOc1ccc(Cc2nnc(N)s2)cc1OCC,-19.4
COc1ccc(N(C(=O)Cn2nnc3ccccc32)C(C(=O)NCc2ccco2)c2ccc(C)o2)cc1 (stereo unspecified),-19.0
COc1ccccc1-n1c(SCC(=O)N2CCOCC2)nc(O)c(Cc2ccccc2)c1=O,-25.1
Nn1c(SCC(=O)Nc2ccc(Oc3ccccc3)cc2)nnc1C1CC1,-1.1
NC(=O)c1cccc2c(=O)oc3ccccc3c12,-13.7
CCOC(=O)C(C(C)=O)c1c(Br)c(O)c(O)c2c(C(=O)c3ccc(C)cc3)coc12 (stereo unspecified),-12.5
CCN(C(=O)c1ccccc1Cl)c1ccccc1,-21.3
CCOC(=O)/C=C1\SCC(=O)N1Cc1ccc(Br)cc1,-4.4
COc1ccc(N(C)C(=O)CCS(=O)(=O)c2cccc3nonc23)c(OC)c1,7.0
Cc1cccc2c1N(CC(=O)OC(C)C)C(=O)C2=O,5.3
Cc1ccc(S(=O)(=O)NCC(C)NS(=O)(=O)c2ccc(C)cc2)cc1 (stereo unspecified),-8.9
CN(c1ccc(C(=O)NCc2ccc3c(c2)OCO3)cc1)S(C)(=O)=O,-15.5
O=C(CN1CCOCC1)Nc1ccc(NC(=O)CN2CCOCC2)c(Cl)c1,0.1
O=C(CSC1=NCCS1)N1CCc2ccccc21,-24.0

# Not all compounds are listed. The share of hits here may be higher or lower than overall.
